BRCT PPI red: inhibitors of human BRCA1 BRCT-phosphoprotein interaction (red fluorophore); P38398; BRCT-phosphopeptide binding, red fluorescence polarization; Potency, µM (highest dose often 76.9 µM), for the others: top-dose activity change, negative = inhibition, usual class: inhibitors; hit rate 0.03% among 75,000; AID 892; further: on the % scale 0 is the no-effect control and ±100 the full control effect
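Rhodamine-labelled pBACH1 10-mer (100 nM) bound to BRCT domain (100 nM) at pH 7.3; compounds incubated 12 min room temperature, polarization read. Free peptide defines full inhibition; unlabelled decapeptide titrated as control.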
Fluorescein autfl: compound fluoresces in the fluorescein spectral region. Compound autofluorescence, 480/540 nm, fluorescein-equivalent; stronger effect = higher value. max fluorescein-equivalent concentration, M. hit rate 0.91% among 59,000. AID 593; in the data active means max fluorescein-equivalent concentration above about 10 nM; inconclusive means between about 1.1 nM and that limit
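Autofluorescence profiling; 100 mM Tris, pH 8.0; incubation 15 min at RT; ex/em 480/540 nm; result as fluorescein-equivalent concentration.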
USP2a inhib: blocks human ubiquitin-specific protease USP2a. O75604. USP2a enzymatic assay, qHTS inhibition. Potency, µM (top dose mostly 38.3 µM), without a hit: at the highest dose activity change, negative = inhibition, most hits filed as inhibitors. hit rate 0.1% among 60,000;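 further: potency means the concentration at half of the fitted maximal effect; nearly all actives have a fitted effect of over 60% in size; plate controls were DMSO for no effect and NEM full inhibition control for full effect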
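20 nM USP2 core + cpd, 30 min RT; add 20 nM Ub-PLA2/20 uM NBD C6-HPC; read Ex460/Em535 at 0 h and 2.5 h. Normalized to NEM; qHTS curve fit/classification.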
Caspase-1 inhib: caspase-1 (human) inhibition, allosteric or competitive. hit rate 0.03% among 75,000. P29466. Caspase-1 enzyme, Ac-WEHD-AFC fluorogenic rate. Potency, µM (top dose mostly 57.5 µM), for inactives: top-dose activity change, negative = inhibition, actives largely listed as inhibitors;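 further: potency means the concentration at half of the fitted maximal effect; plate controls were vehicle for no effect and no substrate for full effect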
Ub-GFP proteasome: ubiquitin-GFP accumulation via proteasome inhibition; 67,000 tested, under 10 active; Ubiquitin-GFP reporter cells, proteasome inhibition, GFP fluorescence; response scale: untreated = 0%, 10 µM MG-132 = 100%; AID 526; Potency, µM (highest dose often 45.9 µM), inactives show at the highest dose activation (GFP accumulation), actives largely listed as activators; active means well fitted activation curve with a large enough effect, not every such curve was filed as active; inconclusive means small, poorly fitted or top-dose-only effect, or another doubt; inactive means no such curve, though single readings can be large or run the other way; further: potency means the concentration at half of the fitted maximal effect
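U2OS Ub(G76V)-GFP reporter; O/N plating, 0.5% FBS; cpd 46 uM–2.9 nM, 4 h, 37 °C; GFP+ cell count, 488/515 nm; norm. to basal vs 10 uM MG-132; CRC fit.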
4-MU autofl: compound fluoresces in the 4-MU spectral region; compound autofluorescence, 340/450 nm, 4-MU equivalents; stronger effect = higher value; AID 589; max dye-equivalent concentration, M; hit rate 11% among 59,000; in the data active means max dye-equivalent concentration above about 10 nM; inconclusive means mostly about 1.1 nM to 9.6 nM
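Compounds in 100 mM Tris, pH 8.0, sat 15 min at room temperature before fluorescence was read at 340 nm excitation/450 nm emission; a per-plate six-point 4-MU standard curve converted signals to dye-equivalent concentration at each compound concentration.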
A350 fluor: compound fluoresces in the Alexa 350 spectral region; Compound autofluorescence, 340/450 nm, Alexa 350 dye-equivalents; stronger effect = higher value; max dye-equivalent concentration, M; hit rate 11% among 59,000; AID 590; in the data active means max dye-equivalent concentration above about 10 nM; inconclusive means mostly about 1.1 nM to 9.6 nM
BRCT PPI green: inhibitors of human BRCA1 BRCT-phosphoprotein interaction (green fluorophore) | BRCA1 BRCT-phosphopeptide binding, green fluorescence polarization | Potency, µM (series often up to 76.9 µM), for the others: at the highest dose activity change, negative = inhibition, hits mostly inhibitors | hit rate 0.05% among 75,000;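 further: potency means the concentration at half of the fitted maximal effect; plate controls were peptide without protein for full effect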
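Compounds were incubated for 12 min at room temperature with a complex of 100 nM fluorescein-tagged pBACH1 decapeptide and 250 nM His-tagged BRCT protein. Buffer was phosphate pH 7.3 with EDTA, DTT and Tween 20. Disruption of binding lowers the polarization signal.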
Casp7 inh: caspase-7 (human) inhibition, allosteric or competitive. P55210. recombinant caspase-7, Ac-DEVD-AFC fluorescence rate. Potency, µM (titrated, usually from 57.5 µM), without a hit: top-dose activity change, negative = inhibition, hits mostly inhibitors. hit rate 0.02% among 75,000. AID 889; active means well fitted inhibition curve with a large enough effect in the main read-out, with a control signal flat, not every such curve was filed as active; inconclusive means small, poorly fitted or top-dose-only effect, or a change in a side signal; further: potency means the concentration at half of the fitted maximal effect; % of control where 0% means no effect
GFP derepression: epigenetic modulators derepressing GFP locus in mouse cells | AID 597 | mouse C127i GFP locus derepression, cytometry, 30 h | hit rate 0.09% among 68,000 | Potency, µM (series often up to 46.1 µM), without a hit: at the top dose GFP derepression (activation); further: % of control where 0% means no effect
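Murine C127i mammary cells carrying a silenced, stably integrated CMV-driven GFP reporter were treated with compound for 30 hours at 37 C. After PBS washes, GFP-positive cells were counted by laser-scanning microplate cytometry.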
HEK293 cAMP ctrl: parental HEK293 cAMP activation (counter-screen); parental HEK293 CNG cAMP sensor, membrane potential fluorescence; Potency, µM (doses to about 57.1 µM), inactives show at the highest dose activation, hits mostly activators; hit rate 2.5% among 73,000; further: potency means the concentration at half of the fitted maximal effect; % of control where 0% means no effect; nearly all actives have a fitted effect of over 55% in size
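Parental HEK 293 cells stably expressing a modified CNG channel (no TSHR) report cAMP rise as membrane depolarization. Membrane potential dye with 100 uM RO 20-1724 was loaded for 60 min at room temperature, then compound added for 30 min; fluorescence read at 590 nm.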
* = called active by the depositor; i = inactive; ? = inconclusive; / = no result given; [ ] = dose if it differs, or a comment. Unless noted, the call rests on the fitted dose curve; in most records, active means well fitted curve in the direction sought with a large enough effect; inconclusive means small, poorly fitted or top-dose-only effect, or another doubt; inactive means no such curve, though single readings can be large; an effect the other way counts as inactive or inconclusive. These rows are one share of the data; the hit share may differ from the screen's.

Value order: BRCT PPI red | Fluorescein autfl | USP2a inhib | Caspase-1 inhib | Ub-GFP proteasome | 4-MU autofl | A350 fluor | BRCT PPI green | Casp7 inh | GFP derepression | HEK293 cAMP ctrl
> CN(c1ccc(C(=O)NCCC2=CCCCC2)cc1)S(C)(=O)=O
→ -0.2% | i | 8% | -1% | -2% | i | i | -3.0% | -2% | 3% | 11%
> CCS(=O)(=O)Nc1ccc(-c2nnc(SCC(=O)c3ccc(NC(C)=O)c(OC)c3)o2)cc1
→ 1.9% | i | 12% | 0% | 3% | i | i | -1.0% | 2% | -1% | -5%
> COc1cccc(C(=O)Cn2c(Br)nc3c2c(=O)n(C)c(=O)n3C)c1
→ -0.6% | i | 10% | -1% | / | i | i | 1.3% | -3% | 2% | ?
> CCCc1c(OCCCOc2ccc(OCC(=O)O)cc2)ccc(C(C)=O)c1O
→ -1.4% | ? | -3% | -4% | -4% | i | i | -1.0% | -1% | -1% | 0%
> O=C(N1CCN(c2ccccc2F)CC1)C12CC3CC(CC(C3)C1)C2
→ -2.3% | ? | 13% | -3% | -2% | i | i | 1.7% | -4% | -2% | 23%
> COc1cc(C(=O)Nc2ccc3c(c2)OCO3)ccc1-n1cnnn1
→ -1.4% | i | 4% | -1% | 1% | i | ? | -0.8% | 0% | 3% | 13%
> Cc1ccccc1-c1nc(N(C)Cc2ccco2)c2ccccc2n1
→ -1.4% | i | -10% | -4% | 2% | i | i | -2.0% | -4% | -3%[9.22 µM] | 25µM*
> O=S(=O)(Nc1nc2ccccc2nc1NCc1ccco1)c1ccccc1
→ -0.2% | i | 35%[activator] | -4% | 1% | i | i | -1.7% | -4% | 6% | ?
> CNS(=O)(=O)c1ccccc1C(=N)c1ccccc1
→ 0.8%[15.4 µM] | ? | / | -1%[11.5 µM] | -7%[9.17 µM] | i | i | -1.0%[15.4 µM] | 0%[11.5 µM] | 2%[9.22 µM] | 5%[11.4 µM]
> Cc1cc(C)n(-c2ccc(C(=O)OCc3nnc(-c4ccccc4)o3)cc2)n1
→ -0.8% | i | 18% | 0% | -2% | i | i | -0.3% | -4% | -5% | 32µM*
> O=C(COc1ccc(F)cc1)NC1CC1
→ -1.1% | i | / | -1% | 2% | i | i | -3.5% | 3% | 2% | 6%
> CC(C)Cc1cc(C(=O)NCc2cccs2)no1
→ 0.9% | / | / | -3% | 3% | / | / | -2.0% | 1% | / | -3%
> Cc1cc(C)c2c(c1)c(C)cc1nnc(SCC(=O)NCc3ccco3)n12
→ -0.1% | i | 16% | -2% | -4% | i | i | -1.3% | 0% | 3% | 6%
> Oc1c(C(c2cccs2)N2CCOCC2)sc2ncnn12 (stereo not drawn)
→ 10% | / | / | -3% | 5% | / | / | 11% | -4% | / | 2%
> Cc1ccc(CNC(=O)CCCn2c(=O)c3ccccc3n(CC(=O)NCc3ccco3)c2=O)cc1
→ -1.1% | i | 8% | 0% | 6% | i | i | -0.2% | 1% | 0% | ?

Single records (already shown).
Cc1ccc(CNC(=O)CCCn2c(=O)c3ccccc3n(CC(=O)NCc3ccco3)c2=O)cc1 is listed with BRCT PPI red: -1.1%; Fluorescein autfl: i; USP2a inhib: 8%; Caspase-1 inhib: 0%; Ub-GFP proteasome: 6%; 4-MU autofl: i; A350 fluor: i; BRCT PPI green: -0.2%; Casp7 inh: 1%; GFP derepression: 0%; HEK293 cAMP ctrl: ?
O=S(=O)(Nc1nc2ccccc2nc1NCc1ccco1)c1ccccc1 is listed with BRCT PPI red: -0.2%; Fluorescein autfl: i; USP2a inhib: 35%[activator]; Caspase-1 inhib: -4%; Ub-GFP proteasome: 1%; 4-MU autofl: i; A350 fluor: i; BRCT PPI green: -1.7%; Casp7 inh: -4%; GFP derepression: 6%; HEK293 cAMP ctrl: ?

(next part)
Value order: BRCT PPI red | Fluorescein autfl | USP2a inhib | Caspase-1 inhib | Ub-GFP proteasome | 4-MU autofl | A350 fluor | BRCT PPI green | Casp7 inh | GFP derepression | HEK293 cAMP ctrl
> CCOC(=O)N1CCN(C(=O)c2ccc(NS(C)(=O)=O)cc2)CC1
→ -0.6% | i | -5% | -1% | -2% | i | i | -1.4% | 1% | -3% | 4%
> CC(=O)Nc1ccc(S(=O)(=O)N2CCN(c3nc(NC4CCCC4)c4ccccc4n3)CC2)cc1
→ 0.5% | / | 20%[7.66 µM] | 0% | -4%[9.17 µM] | / | / | 0.8% | -3% | -2% | -53%[inhibitor][11.4 µM]
> COc1ccc(CC(=O)Nc2ccc(-c3nnc(-c4ccccc4)o3)cc2)cc1OC
→ 1.0% | i | 13% | 1% | 0% | i | i | -2.2% | 0% | 8% | -10%
> O=c1c(-c2ccc(F)cc2)nc2cnc(Oc3ccccc3)nc2n1C[C@H]1CCCO1
→ -2.7% | i | 30% | ? | -1% | i | ? | -3.9% | ? | 3%[9.22 µM] | 20%
> C(=N\c1nccs1)/c1c[nH]c2ccccc12
→ 0.6% | / | -5%[7.66 µM] | 0% | 27%[9.17 µM] | / | / | -0.8% | 0% | -2% | -6%[11.4 µM]
> O=C(CN1CCN(CCOCCO)CC1)N1c2ccccc2Sc2ccc(Cl)cc21
→ 0.3% | ? | 5% | -1% | 3% | i | i | 1.3% | 0% | -4% | 20%
> COc1ccc(Oc2ncc3nc(C)c(=O)n(-c4ccccc4)c3n2)cc1
→ 0.7% | ? | 46%[activator] | 0% | -3% | i | i | -1.1% | -5% | 5%[9.22 µM] | 24%
> CCN1CCN(c2ncnc3sc(C(=O)Nc4ccccc4F)c(C)c23)CC1
→ -1.9% | i | 19% | 3% | -18% | i | i | 0.7% | 0% | -3% | 3%
> CCOc1ccccc1N(CC(=O)Nc1ccccc1C(=O)NCc1ccco1)S(C)(=O)=O
→ 0.0% | i | 11% | -1% | 6% | i | i | -0.3% | 0% | -1% | 5%
> C(=N\n1cnnc1SCc1ccccc1)/c1ccco1
→ -3.9% | / | / | 0% | / | / | / | 5.9% | -2% | / | 0%
> CCOc1ccc2nc(NCCNC(=O)C(C)C)c(C)cc2c1
→ -0.8% | i | 9% | 0% | -1% | 4.9e-07M* | 3.5e-07M* | -1.7% | 2% | -1% | ?
> Cc1cc(N2CCCCCC2)nc(-c2ccccc2O)n1
→ -0.3% | ? | ? | -8% | -1% | 1.8e-08M* | 2.1e-08M* | -1.5% | -4% | 0% | ?
> N#Cc1nc(-c2ccco2)oc1NCCCN1CCOCC1
→ -0.1% | i | -3% | -4% | -3% | ? | ? | -0.7% | -2% | 3% | 4%
> Cn1c(=O)c2c(nc(N3CCCCCC3)n2CC(=O)c2ccccc2)n(C)c1=O
→ 0.1% | i | 0% | -2% | -3% | i | i | -1.7% | 2% | -1% | 16%
> CCOc1ccc(-n2c(SC(C)C)nc3c(c2=O)SCC3)cc1
→ -0.3% | i | 7% | -1% | 9% | i | i | -1.1% | -1% | 0% | 28%

Structures listed so far marked active in A350 fluor:
smiles,BRCT PPI red,Fluorescein autfl,Caspase-1 inhib,Ub-GFP proteasome,4-MU autofl,A350 fluor,BRCT PPI green,Casp7 inh,GFP derepression
CCOc1ccc2nc(NCCNC(=O)C(C)C)c(C)cc2c1,-0.8%,i,0%,-1%,4.9e-07M*,3.5e-07M*,-1.7%,2%,-1%
Cc1cc(N2CCCCCC2)nc(-c2ccccc2O)n1,-0.3%,?,-8%,-1%,1.8e-08M*,2.1e-08M*,-1.5%,-4%,0%

Remaining list, next part:
Value order: BRCT PPI red | Fluorescein autfl | USP2a inhib | Caspase-1 inhib | Ub-GFP proteasome | 4-MU autofl | A350 fluor | BRCT PPI green | Casp7 inh | GFP derepression | HEK293 cAMP ctrl
> O=C(Nc1ccc(F)cc1)N1CCOCC1
→ -1.4% | i | 2% | -2% | -2% | i | i | -2.1% | 1% | 1% | -6%
> COc1ccc(CNC2CC(=O)N(C)C2=O)cc1 (stereo not drawn)
→ 0.8% | / | 0% | -2% | 0% | / | / | -0.5% | 1% | -2% | ?
> Cc1cc(=O)n(C)c(=O)n1CCCNc1ccccc1
→ -0.3% | ? | 1% | -1% | 2% | i | i | 0.5% | 1% | 0% | 29%
> COc1cccc(/C=C2\N=C(SC)SC2=O)c1OC
→ 0.9% | / | -5% | ? | 7% | / | / | -0.9% | -19% | 0% | 6%
> CCOC(=O)c1[nH]c(COC(=O)CCCOc2ccccc2)c(C(=O)OCC)c1C
→ -1.1% | i | -6% | ? | 8% | 1.2e-08M* | 1e-08M* | 2.6% | -15% | -2% | ?
